3CLpro inhibitor – SARS-CoV 3CLpro protease inhibition | recombinant SARS-CoV 3CLpro, quenched FRET peptide cleavage | inhibition, % at 6 µM | 290,000 compounds, 0.14% hits | AID 1706; in the data active = inhibition above about 12%
SSB-PriA inh – blocks PriA binding to SSB C-terminal tail. AlphaScreen SSBct-PriA binding, biotinylated peptide. 430,000 compounds, 0.6% hits. inhibition, % at 33 µM; in the data active = inhibition mostly above about 37%, no sharp cut-off; inactive = mostly below about 20%;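 note: plate controls were negative control peptide for no effect and reference peptide for full effect; strong numbers were not always called active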
GDH-TPI counter – GDH-TPI coupled enzyme inhibition counter-screen; 360,000 compounds, 1.2% hits; inhibition, % at 4.8 µM; GDH-TPI coupled enzyme counterscreen, NADH absorbance; AID 588335; in the data active = inhibition above about 30%;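 note: 0% = DMSO wells and 100% = wells lacking the enzyme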
MazF activator – activators of E. coli MazEF toxin-antitoxin RNase. P0AE70. FAM/BHQ RNA-DNA oligo cleavage fluorescence, 5 h. activation, % at 20 µM. 350,000 compounds, 0.32% hits. AID 504720; in the data active = activation above about 50%
Target sequence (P0AE70 whole entry, looked up): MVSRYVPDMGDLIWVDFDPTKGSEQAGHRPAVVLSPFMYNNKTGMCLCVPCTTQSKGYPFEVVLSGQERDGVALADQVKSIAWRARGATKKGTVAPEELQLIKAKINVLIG
Rv3671c inh – Rv3671c (M. tuberculosis) protease inhibition; P9WHR9; inhibition, % at 5.96 µM; 320,000 compounds, 0.048% hits; in the data active = inhibition above about 38%;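 note: extracellular domain of Rv3671c used as enzyme; 0% = enzyme with DMSO and 100% = no enzyme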
Target sequence (P9WHR9 whole entry, looked up, the tested form may be a part): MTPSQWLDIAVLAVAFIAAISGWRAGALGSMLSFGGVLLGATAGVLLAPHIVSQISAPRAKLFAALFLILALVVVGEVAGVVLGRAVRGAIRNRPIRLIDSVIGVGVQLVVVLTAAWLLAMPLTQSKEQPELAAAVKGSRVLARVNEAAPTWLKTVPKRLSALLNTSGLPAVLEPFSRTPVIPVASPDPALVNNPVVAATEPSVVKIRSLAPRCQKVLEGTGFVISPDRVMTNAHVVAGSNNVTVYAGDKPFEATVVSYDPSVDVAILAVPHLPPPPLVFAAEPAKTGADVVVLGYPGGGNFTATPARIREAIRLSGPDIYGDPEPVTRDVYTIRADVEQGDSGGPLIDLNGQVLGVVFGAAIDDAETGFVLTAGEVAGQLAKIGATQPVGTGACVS
FBA Mtb inh – Mtb fructose-bisphosphate aldolase inhibition; purified M. tuberculosis FBA, fluorescence read-out; inhibition, % at 1 µM; 360,000 compounds, 2.3% hits; in the data active = inhibition above about 27%;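 note: 0% = vehicle and 100% = reference inhibitor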
Target sequence (P9WQA3 whole entry, looked up): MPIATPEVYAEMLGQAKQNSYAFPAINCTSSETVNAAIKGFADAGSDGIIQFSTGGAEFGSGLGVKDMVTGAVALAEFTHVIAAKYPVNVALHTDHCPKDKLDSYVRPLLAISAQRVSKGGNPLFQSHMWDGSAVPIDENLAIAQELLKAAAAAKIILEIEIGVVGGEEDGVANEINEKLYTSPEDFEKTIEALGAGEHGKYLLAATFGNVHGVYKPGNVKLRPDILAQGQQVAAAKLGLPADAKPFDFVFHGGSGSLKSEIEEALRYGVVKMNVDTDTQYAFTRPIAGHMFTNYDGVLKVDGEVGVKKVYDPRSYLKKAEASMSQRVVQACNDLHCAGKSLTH
UGM FP inh – inhibitors of M. tuberculosis UDP-galactopyranose mutase; inhibition, % at 10 µM; P9WIQ1; purified UGM, fluorescence polarization probe displacement; 320,000 compounds, 0.06% hits; AID 504406; in the data active = inhibition above about 10%, passing the limit was not always enough
VHR inh abs – blocks human VHR1 dual specificity phosphatase. P51452. AID 1654. recombinant VHR phosphatase, pNPP absorbance. 290,000 compounds, 0.52% hits. inhibition, % at 13.3 µM; in the data active = inhibition above about 50%; note: some compounds called inactive have numbers as strong as hits
Vc quorum ag – induces V. cholerae light production without autoinducers. 350,000 compounds, 0.16% hits. V. cholerae BH1578 lux reporter, luminescence, 6 h. activation, % at 18.7 µM; in the data active = activation mostly above about 9.7%, no sharp cut-off; note: not every result past the cut was called active; inactives centre near 0; reference of the scale not given here
Mtb BioA inh – inhibitors of Mycobacterium tuberculosis BioA enzyme; 360,000 compounds, 0.096% hits; purified M. tuberculosis BioA enzyme, plate reader; AID 602481; inhibition, % at 9.99 µM; in the data active = inhibition above about 40%
Active calls of the source: *; i = inactive; nt = no result given; & = joins results of further samples.

SMILES | 3CLpro inhibitor | SSB-PriA inh | GDH-TPI counter | MazF activator | Rv3671c inh | FBA Mtb inh | UGM FP inh | VHR inh abs | Vc quorum ag | Mtb BioA inh
CCc1cc(=O)oc2c(C)c(OCC(=O)N3CCC[C@@H]3C(=O)O)ccc12 | 0 | -7 | 8 | -2 | 1 | 58* | -3.2 | 25 | -0.5 | -0.7
O=C1CN(C(=O)c2ccccc2C(=O)O)c2ccccc2N1 | -7 | 1 | 6 | 14 | -1 | 4 | 3.3 | 11 | -0.3 | -1.6
CN(c1ccc(C(=O)Nc2cccc(O)c2)cc1)S(=O)(=O)c1ccccc1 | 0 | -3 | -1 | 3 | -7 | -3 | -0.2 | 14 | -1.7 | 5.1
C=CCSc1nc2sc(C)c(C)c2c(=O)n1CC=C | 1 | -36 | 5 | 2 | -12 | -3 | -3.0 | -9 | -1.3 | 2.7
Cc1csc(SCC(=O)N(C)C2CCS(=O)(=O)C2)n1 (configuration not stated) | nt | -12 | -4 | 7 | nt | 1 | nt | nt | -2.1 | -0.8
NC(=O)c1ccsc1NC(=O)COC(=O)C1=NNC(=O)CC1 | nt | -4 | -3 | -3 | 2 | -2 | 0.9 | nt | -1.5 | -1.7
CC(C)N1CCc2c(sc(NC(=O)Cc3ccccc3)c2C(N)=O)C1 | -7 | -1 | 2 | 5 | 1 | 0 | 3.2 | 21 | -0.6 | 3.1
COc1ccc(CNC(=O)NCc2ccc(OC)c(OC)c2)cc1OC | 0 | -7 | -1 | 1 | 2 | 1 | -1.8 | 12 | i | 1.0
COCOCCn1cc(CN2CCS(=O)(=O)N(Cc3ccc(-c4ccc(OC)cc4)cc3)C(C(C)C)C2=O)nn1 (configuration not stated) | nt | nt | -3 | 16 | nt | 0 | nt | nt | 0.5 | nt
COc1ccc(CNC(=O)c2cccc(S(=O)(=O)N3CCN(C)CC3)c2)cc1 | -2 | -4 | -8 | 7 | 5 | -2 | -1.6 | 21 | 0.2 | nt
COC(=O)C1=C(C)NC(=S)N(C(C)=O)C1c1ccc(OC)c(OC)c1 (configuration not stated) | -1 | -6 | 11 | -16 | 0 | -4 | 1.4 | -5 | -0.3 | nt
CC(C)(C)c1ccc(-c2c(C(=O)O)c(C(=O)O)c3n2CSC3)cc1 | 7 | 4 | 2 | -5 | -1 | 2 | 0.3 | nt | 1.2 | 0.9
Cc1ccc(-c2nc(S(=O)(=O)c3ccc(C)cc3)c(N(C)C)o2)cc1 | -2 | 4&-4 | 0 | -3 | 2 | -1 | -0.5 | -2 | i | 0.6
COc1ccc2oc(C)c(C(=O)NN)c2c1 | -4 | -5 | 4 | -1 | -1 | 0 | -0.1 | 29 | i | 3.0
Cc1ccc2nc(CSc3nnc(Nc4ccccc4F)s3)cc(=O)n2c1 | 1 | 7 | 5 | 11 | -5 | 1 | 1.6 | -18 | -7.9 | nt
COC(=O)CN1C(=O)C2(OCCCO2)c2cc(Br)ccc21 | -1 | 4 | 1 | -4 | 0 | 8 | 3.3 | 29 | i | -1.7
CC(C)CN(C(=O)COC(=O)c1cc2c(s1)CCC2)C1CCS(=O)(=O)C1 (configuration not stated) | 5 | -5 | -6 | 6 | -1 | 1 | -0.4 | 19 | -1.9 | 0.1
O=C(OCC#CCSc1nnc(-c2cccc3ccccc23)o1)c1ccc(F)cc1 | nt | -6 | 4 | -7 | -11 | 0 | -0.4 | nt | -0.7 | -0.8
CC1C2Cc3ccc(O)cc3[C@]1(C)CCN2CCc1ccccc1 (some centres not stated) | nt | -2 | -5 | 8 | 2 | 1 | nt | nt | -0.5 | 0.1
CSc1nnc(C(C)(C)C)c(=O)n1/N=C/c1ccccc1 | 2 | i | 10 | 7 | -1 | 4 | 3.2 | 21 | -0.3 | -2.3
O=c1oc2ccccc2c(Nc2ccccc2)c1CN1CCCCC1 | 0 | -8 | 11 | 1 | -7 | 1 | -1.3 | 18 | i | 2.4
COc1ccc(OCC(O)CN2CCN(c3ccc(OC)cc3)CC2)cc1 (configuration not stated) | -4 | 13 | -2 | -6 | 4 | 1 | -3.6 | nt | i | 0.5
COc1ccc(S(=O)(=O)n2ccc(-c3ccc(OCCN(C)c4ccccn4)cc3)n2)cc1 | 1 | 6 | -11 | -5 | -8 | -4 | 0.4 | 13 | i | -1.4
CCCn1nnnc1NCc1c(Cl)cccc1Cl | 6 | -7 | -3 | 6 | -4 | 2 | -1.5 | 18 | i | nt
Cc1cc(O)c2c(c1O)C(=O)[C@]13C(=C2O)C(=O)[C@@H]2[C@@H](O)[C@H]1[C@@H]1[C@H](O)[C@H]3C(=O)C3=C(O)c4c(O)cc(C)c(O)c4C(=O)[C@]312 | nt | 1 | 13 | -21 | 4 | -6 | nt | nt | 15 | 0.3

Record cards, as listed above:
`COc1ccc2oc(C)c(C(=O)NN)c2c1` as listed: 3CLpro inhibitor = -4; SSB-PriA inh = -5; GDH-TPI counter = 4; MazF activator = -1; Rv3671c inh = -1; FBA Mtb inh = 0; UGM FP inh = -0.1; VHR inh abs = 29; Vc quorum ag = i; Mtb BioA inh = 3.0
`O=c1oc2ccccc2c(Nc2ccccc2)c1CN1CCCCC1` as listed: 3CLpro inhibitor = 0; SSB-PriA inh = -8; GDH-TPI counter = 11; MazF activator = 1; Rv3671c inh = -7; FBA Mtb inh = 1; UGM FP inh = -1.3; VHR inh abs = 18; Vc quorum ag = i; Mtb BioA inh = 2.4

Remaining list, next part.
SMILES | 3CLpro inhibitor | SSB-PriA inh | GDH-TPI counter | MazF activator | Rv3671c inh | FBA Mtb inh | UGM FP inh | VHR inh abs | Vc quorum ag | Mtb BioA inh
COCCCNC(=O)c1cccn2c(=O)c3cc4ccccc4cc3nc12 | -11 | 17 | 5 | -5 | -15 | -3 | -1.5 | 14 | i | -3.2
O=C(Cc1ccc(-n2c(=S)[nH]c3ccccc3c2=O)cc1)N1CCC(N2CCCCC2)CC1 | 6 | 7 | 7 | 16 | -5 | 6 | 0.0 | 31 | -12 | 0.7
CN(c1cccc(NC(=O)COc2ccccc2)c1)S(C)(=O)=O | -4 | 1 | 2 | 4 | 0 | -2 | -0.8 | 17 | -1.7 | 2.1
CN(C(=O)COC(=O)COc1ccc2ccccc2c1)c1c(N)n(Cc2ccccc2)c(=O)[nH]c1=O | nt | 6 | 4 | -1 | -10 | 0 | -0.8 | nt | -5.5 | 0.2
C#CCOc1ccc(OC)cc1C(c1c(C)[nH][nH]c1=O)c1c(C)[nH][nH]c1=O | 4 | 5 | -10 | 6 | nt | 2 | 1.2 | 13 | i | 1.6
CC1=C2C3OC(=O)C(C)C3CCC2(C)C=C(Br)C1=O (configuration not stated) | nt | nt | 3 | 11 | nt | 2 | nt | nt | i | -1.0
Cn1c(=S)[nH]c2sc3c(c2c1=O)CCC(C(C)(C)C)C3 (configuration not stated) | 3 | nt | 2 | nt | -4 | -1 | -1.9 | 34 | i | nt
CCOc1ccc(OCCn2c(=S)[nH]c3ccccc32)cc1 | 8 | 5 | 10 | 0 | nt | 1 | -0.9 | 0 | 0.4 | 1.4
c1ccc(Nc2ccccc2Nc2ccccn2)nc1 | -192 | 10 | 7 | 1 | 1 | -2 | 2.3 | 22 | i | nt
C/C(=N\NC(=S)NC1CCCCC1)c1ccc(O)cc1 | 1 | nt | 11 | 11 | -2 | 4 | 2.6 | 33 | -2.9 | -0.7
Cc1cccc(NC(=O)CN2CCN(CC(=O)NCc3ccc(Cl)cc3Cl)CC2)c1C | nt | -20 | 0 | -7 | -8 | -3 | -1.8 | nt | 0.0 | -0.7
NC(=O)c1ccsc1NC(=O)COC(=O)Cc1ccsc1 | -3 | 0 | -10 | 2 | -3 | -2 | 0.6 | 24 | -2.1 | 2.5
CCOc1ccc(N2C(=O)CC(N(CCc3ccc(OC)cc3)C(=O)/C=C/C(=O)O)C2=O)cc1 (configuration not stated) | 7 | 5 | 2 | 7 | -1 | 1 | -3.8 | 0 | -2.1 | 0.0
CNc1nc(N)c([N+](=O)[O-])c(Nc2cccc(F)c2)n1 | -1 | -10 | 3 | 2 | -6 | 2 | -4.5 | 17 | 1.3 | -1.0
CCOC(=O)C1(CCOc2ccccc2)CCN(Cc2ccc(O)cc2)CC1 | -2 | 4 | 18 | 0 | 9 | -1 | 0.5 | 26 | i | -2.3
COc1ccc(OCC(O)CN2CCNCC2)cc1 (configuration not stated) | 3 | -11 | -1 | 3 | nt | 1 | -0.5 | -3 | i | -1.2
COC(=O)NC1c2ccccc2Oc2ccccc21 | 5 | 4 | -9 | -10 | 8 | -3 | -0.3 | 24 | -1.5 | -0.8
CCCCCOc1ccc(NC(=O)CSc2cccc3cccnc23)cc1 | 3 | 79* | -2 | 11 | -6 | 2 | -4.3 | 2 | -0.2 | nt
Cc1noc(NS(=O)(=O)c2ccc(N/C=C\C(=O)c3cccs3)cc2)c1C | 3 | 1 | 9 | 3 | 4 | -1 | 2.0 | -5 | -0.1 | nt
O=C(N/N=C/c1cccnc1)c1ccc2ccccc2c1O | 0 | nt | 19 | 3 | nt | 6 | -0.9 | -9 | -0.9 | -1.5
Cc1ccc2c(CC(=O)NC3CCCc4ccccc43)coc2c1 (configuration not stated) | 2 | -5 | 7 | -7 | -2 | 2 | 0.3 | 24 | 3.8 | -2.1
COCCNC(=O)/C(C#N)=C/c1ccc(OCc2ccc(F)cc2)cc1 | 2 | -4 | 26 | -1 | -2 | 1 | 1.4 | 29 | 0.6 | nt
COc1ccc(OCC(O)CNS(=O)(=O)c2cccs2)cc1 (configuration not stated) | 0 | -3 | -6 | 2 | -1 | 3 | 2.1 | -5 | -0.3 | 0.2
O[C@@H]1CCCN2CCc3c([nH]c4ccccc34)[C@H]12 | nt | -1 | 8 | -3 | -2 | -1 | 1.1 | nt | -0.2 | -1.6
CCOc1ccc(C2C=C(c3ccc(C)cc3)Nc3nnnn32)cc1 (configuration not stated) | 0 | -6 | 30 | 27 | -2 | 10 | -5.5 | -2 | 3.3 | nt
CCOc1cc2c(cc1OCC)-n1cccc1C(c1ccc(F)c(OC)c1)NC2 (configuration not stated) | 3 | 27 | 6 | 11 | 5 | 3 | -2.2 | 21 | i | -1.1
CCOC(=O)c1c(-c2ccccc2)cn2ccccc12 | -6 | -8 | 11 | 4 | -2 | 168* | 1.6 | 16 | i | -0.3

Pulled by compound from above (3):
SMILES | 3CLpro inhibitor | SSB-PriA inh | GDH-TPI counter | MazF activator | Rv3671c inh | FBA Mtb inh | UGM FP inh | VHR inh abs | Vc quorum ag | Mtb BioA inh
CCOc1cc2c(cc1OCC)-n1cccc1C(c1ccc(F)c(OC)c1)NC2 (configuration not stated) | 3 | 27 | 6 | 11 | 5 | 3 | -2.2 | 21 | i | -1.1
c1ccc(Nc2ccccc2Nc2ccccn2)nc1 | -192 | 10 | 7 | 1 | 1 | -2 | 2.3 | 22 | i | nt
CCc1cc(=O)oc2c(C)c(OCC(=O)N3CCC[C@@H]3C(=O)O)ccc12 | 0 | -7 | 8 | -2 | 1 | 58* | -3.2 | 25 | -0.5 | -0.7

Assay outcomes (PubChem)

Not all compounds are listed; the hit share may differ from the screen's.
